MrgX1 agonist: agonists of human MrgX1 receptor, primary screen, HEK293 cells, Fluo-4 calcium flux | Mas-related G-protein coupled receptor member X1 (Homo sapiens), Q96LB2 | hit rate 0.44% among 310,000 | AID 588627, 2011 | Fluo-4 calcium fluorescence, agonist mode; active compounds read high | B-score at 10 µM;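 active = calcium response B-score plate-corrected fluorescence ratio at least 3 library SD, with starting fluorescence B-score inside 5 SD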
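Test system: Stable human MrgX1 HEK293 cell line | Schedule: Overnight plating before 1 h dye loading | Read-out basis: Baseline-normalised fluorescence change ratio, B-scored | Detection: Kinetic calcium dye fluorescence, Fluo-4 NW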
SKKanGAS inh: S. pyogenes SKKanGAS growth inhibitors in kanamycin, primary screen, streptokinase expression inhibitor project, SKKanGAS strain, BacTiter-Glo luminescence; 6 h; AID 1662, 2009; inhibition, % at 7.5 µM; hit rate 1.3% among 300,000;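 active = mean replicate score, as percent of positive control median, at least 50; inconclusive = mean below 50 but one replicate at or above 50; inactive = mean and every replicate below 50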;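 also: strain carries kanamycin resistance gene driven by streptokinase promoter and grows in 40 µg/ml kanamycin; loss of luminescence reflects streptokinase promoter inhibition or plain growth inhibition; 0% = median of DMSO wells and 100% = positive control at its reference dose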
TRPC6 activator: mouse TRPC6 channel activators, primary screen, cell-based, HEK293, membrane potential dye; B-score at 10 µM; hit rate 0.13% among 310,000; Short transient receptor potential channel 6 (Mus musculus), Q61143; HEK293-TRPC6 membrane potential dye fluorescence; active compounds read high; AID 2550, 2010;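 active = B-score of the integrated fluorescence ratio above library mean plus 3 SD, and starting fluorescence ratio within library mean plus 5 SD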;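 also: higher score means more depolarization so channel activation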
Target sequence (Q61143 whole entry, looked up): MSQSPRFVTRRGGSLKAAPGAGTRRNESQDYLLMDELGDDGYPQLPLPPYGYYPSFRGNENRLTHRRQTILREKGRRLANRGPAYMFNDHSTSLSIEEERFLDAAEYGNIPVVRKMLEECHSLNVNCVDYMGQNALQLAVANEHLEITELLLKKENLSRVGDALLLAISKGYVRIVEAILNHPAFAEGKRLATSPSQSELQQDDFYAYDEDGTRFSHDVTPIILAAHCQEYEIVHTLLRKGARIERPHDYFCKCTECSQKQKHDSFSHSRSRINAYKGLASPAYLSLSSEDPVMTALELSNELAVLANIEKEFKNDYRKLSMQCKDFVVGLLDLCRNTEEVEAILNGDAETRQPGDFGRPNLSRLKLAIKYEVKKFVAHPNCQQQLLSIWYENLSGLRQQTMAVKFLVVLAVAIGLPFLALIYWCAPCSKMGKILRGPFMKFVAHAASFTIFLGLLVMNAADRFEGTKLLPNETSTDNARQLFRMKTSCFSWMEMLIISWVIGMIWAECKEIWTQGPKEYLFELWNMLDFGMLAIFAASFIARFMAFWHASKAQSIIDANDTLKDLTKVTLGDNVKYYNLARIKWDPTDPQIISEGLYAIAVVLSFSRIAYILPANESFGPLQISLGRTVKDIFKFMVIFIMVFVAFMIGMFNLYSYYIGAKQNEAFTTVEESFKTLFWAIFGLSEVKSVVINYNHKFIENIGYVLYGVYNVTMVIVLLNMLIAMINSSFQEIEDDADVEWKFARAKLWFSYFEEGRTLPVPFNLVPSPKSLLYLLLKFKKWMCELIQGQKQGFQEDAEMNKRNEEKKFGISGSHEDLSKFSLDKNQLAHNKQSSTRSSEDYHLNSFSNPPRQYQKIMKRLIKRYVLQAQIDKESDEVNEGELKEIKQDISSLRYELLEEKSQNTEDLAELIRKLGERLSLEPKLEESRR
HIF activator: HIF pathway transcriptional activators, primary screen, cell-based, U2OS HRE-luciferase, luminescence. activation, % at 7.5 µM (by protocol). U2OS HRE-luciferase reporter; normalized: DMSO 0%, desferrioxamine 100%. hit rate 0.32% among 300,000;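 active = mean activation of at least 10% of the iron chelator positive control signal, with at least half of replicates also reaching 10%; inconclusive = mean and replicate majority disagree about reaching 10%; inactive = mean and most replicates under 10%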
RGS4 block: RGS4 inhibitors, primary screen, cell-based, HEK293 M3R inducible RGS4, calcium flux | Fluo-4 calcium flux; active compounds read high; triggered by carbachol at its EC20 | hit rate 0.45% among 310,000 | Regulator of G-protein signaling 4 (Homo sapiens), P49798 | B-score at 10 µM;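 active = B-score, a plate-corrected calcium signal, over three deviations above library mean, with baseline fluorescence within five deviations of library mean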;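 also: RGS4 expression induced by doxycycline in cells with stable M3 receptor; B-score is computed from the integrated fluorescence ratio over baseline after carbachol; higher B-score means a larger calcium signal and so more RGS4 inhibition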
Target sequence (P49798 whole entry, looked up): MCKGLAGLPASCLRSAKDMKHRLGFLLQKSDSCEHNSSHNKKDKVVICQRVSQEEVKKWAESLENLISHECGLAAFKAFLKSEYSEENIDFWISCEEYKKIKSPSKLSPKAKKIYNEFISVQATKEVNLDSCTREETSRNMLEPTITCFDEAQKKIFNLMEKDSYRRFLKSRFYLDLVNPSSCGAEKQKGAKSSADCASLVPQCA
MrgX1 antagonist: antagonists of human MrgX1 receptor, primary screen, HEK293 cells, Fluo-4 calcium flux. B-score at 10 µM. Mas-related G-protein coupled receptor member X1 (Homo sapiens), Q96LB2. hit rate 1.3% among 310,000. AID 588676, 2011. BAM8-22 antagonism; active compounds read low;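 active = calcium-response B-score plate-corrected more than 3 library SD below zero, starting fluorescence within 5 deviations, no agonist response on first addition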;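 also: peak minus trough fluorescence over baseline after final BAM8-22 challenge near maximal dose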
RGS4 act: RGS4 potentiators or activators, primary screen, cell-based, HEK293 M3R inducible RGS4, calcium flux | carbachol calcium flux Fluo4; active compounds read low | B-score at 10 µM | hit rate 0.92% among 310,000 | AID 463111, 2010;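 active = B-score of the integrated calcium signal more than 4 SD below the library mean, with starting fluorescence not abnormally high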;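 also: negative B-score means reduced calcium response which marks RGS4 activation or potentiation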
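Reagent: ECmax carbachol challenge; Test system: M3R-expressing HEK293 line, RGS4 induced by doxycycline; Schedule: overnight RGS4 induction, 30 min dye load 37 °C, 20 min compound RT; Detection: calcium dye Fluo4 fluorescence; Read-out: Agonist-evoked peak-minus-minimum fluorescence over baseline, integrated ratio, B score.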
Platelet DG rel: inhibitors of platelet dense granule secretion, primary screen, cell-based, MLPCN, human platelets. hit rate 0.22% among 300,000. AID 1663, 2009. inhibition, %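 (compounds screened at 7.5 µM in platelet-rich plasma)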. human platelet-rich plasma, SFLLRN dense granule ATP release, luminescence;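 active = mean replicate score, as percent of positive control, at or above 50; inconclusive = mean below 50 but at least one replicate at or above 50; inactive = mean and every replicate below 50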
TRPC6 inhibitor: mouse TRPC6 channel inhibitors, primary screen, cell-based, HEK293, membrane potential dye | B-score at 10 µM | hit rate 1.1% among 310,000 | Short transient receptor potential channel 6 (Mus musculus), Q61143 | ACh-evoked depolarization; active compounds read low;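 active = B-score under library mean minus 3 SD, initial fluorescence not abnormally high, positive integrated signal ratio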;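 also: B-score derived from integrated fluorescence ratio over the kinetic read; more negative B-score means stronger inhibition of depolarization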
MrgX1 allo act: positive allosteric modulators of MrgX1, primary screen, HEK293 cells, Fluo-4 calcium flux; Mas-related G-protein coupled receptor member X1 (Homo sapiens), Q96LB2; FDSS; active compounds read high; B-score at 10 µM; hit rate 0.63% among 310,000; AID 588675, 2011;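 active = plate-corrected calcium response at least 3 library SD above typical, normal starting fluorescence, not activating the receptor alone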;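 also: compound read alongside a low EC10 to EC30 dose of BAM8-22 agonist; peak minus trough fluorescence over baseline measured at the second addition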
TRPC4 inh: inhibitors of mouse TRPC4 channel, primary screen, Fluo4 calcium, HEK293 TRPC4beta/mu-opioid cells; Short transient receptor potential channel 4 (Mus musculus), Q9QUQ5; DAMGO-evoked Fluo4 calcium flux; active compounds read low; B-score at 10 µM; hit rate 0.39% among 300,000; AID 2247, 2010;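 active = B-score over 3 SD under the library average, no early fluorescence shift, positive overall ratio signal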
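Assay system: HEK293 cells with stable TRPC4beta plus mu-opioid receptor expression; Probe or stimulus: DAMGO in two steps, submaximal then maximal; Dosing: single-point compound dosing; Measured by: Fluo4 calcium-dye fluorescence, kinetic read; Read-out basis: B score from integrated Fluo4 fluorescence ratio.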
* = called active by the depositor; i = inactive; ? = inconclusive; . = no result given.

SMILES	MrgX1 agonist	SKKanGAS inh	TRPC6 activator	HIF activator	RGS4 block	MrgX1 antagonist	RGS4 act	Platelet DG rel	TRPC6 inhibitor	MrgX1 allo act	TRPC4 inh
O=C(COC(=O)C1COc2ccccc2O1)NC(=O)NC1CCCCC1 (centres undefined)	i	-2	i	-0.9	i	i	i	3	i	i	i
COc1ccc(-c2noc(C3CCCN(S(=O)(=O)c4cccc(Cl)c4C)C3)n2)cc1OC (centres undefined)	i	14	i	0.0	i	i	i	-11	i	i	i
O=C(Nc1ccc(Nc2ccccc2)cc1)c1ccccc1F	i	7	i	2.7	i	i	i	5	i	i	i
CCc1cccc(CC)c1NC(=O)CN1C2CCCC1CC(NC(=O)Nc1cccc(OC)c1)C2 (centres undefined)	i	7	i	0.0	i	i	i	2	i	i	i
O=C(NCc1ccc(F)cc1)C1CCCN(S(=O)(=O)c2cccc3nsnc23)C1 (centres undefined)	i	11	i	-0.2	i	i	i	9	i	i	i
Cc1c(O)c(CN(C)C)cc2c1oc(=O)c1ccccc12	i	-15	i	0.7	i	i	i	-1	-5.2*	i	i
CCCn1nnc(NC(=S)NC(=O)Cc2ccccc2)n1	i	-5	i	0.1	i	i	i	2	i	i	i
O=C(N/N=C/C1CC=CCC1)c1cc2ccccc2cc1O (centres undefined)	i	8	i	-0.5	i	i	i	9	i	i	i
COc1ccc(C(=O)COC(=O)Cn2cnc3c2c(=O)n(C)c(=O)n3C)c(OC)c1	i	-10	i	0.4	i	i	i	3	i	i	i
CCSc1nnc([C@H](Cc2c[nH]c3ccccc23)NC(=O)OC(C)(C)C)o1	i	2	i	0.0	i	i	i	1	i	i	i
Cc1cc(C)n(CC(=O)Nc2ccccc2)n1	i	8	i	0.2	i	i	i	5	i	i	i
CCC(CO)N=CC1=C(O)CC(c2ccccc2)CC1=O (centres undefined)	i	-8	i	-0.4	i	i	i	-6	i	i	i
COc1ccc(S(=O)(=O)NCC2CCCN(Cc3cccnc3)C2)cc1 (centres undefined)	i	-5	i	0.5	i	i	i	0	i	i	i
Cc1ccccc1SCC(=O)Nc1cccc(C#N)c1	i	4	i	-0.2	i	i	i	.	i	i	i
CC(=O)Nc1ccc(OCC(=O)c2ccc(C)cc2C)cc1	i	-8	i	-0.1	i	i	i	7	i	i	i
CCOc1ccc(CCNC(=O)C2CCN(S(=O)(=O)c3ccc(C)cc3)CC2)cc1OCC	i	6	i	-0.1	i	i	i	-1	i	i	i
COc1ccc(C)cc1S(=O)(=O)N(C)CC(N)=O	i	-8	i	-0.2	i	i	i	-5	i	i	i
COc1ccccc1NC(=O)CSc1nc(N)c(C#N)cc1C#N	i	-3	i	-0.3	i	i	i	7	i	i	i
COc1ccc(OC)c(/C=C2\SC(N3CCCC(C)C3)=NC2=O)c1 (centres undefined)	i	18	i	0.8	i	i	i	7	i	i	i
Cc1ccc(-c2nc3c(c(=O)c4ccccc4n3C)c(=O)n2-c2ccc(F)cc2)cc1	i	24	i	0.1	i	i	i	-28	i	i	i
COCCn1c(C)cc(C(=O)COC(=O)/C=C/c2cccc(OC)c2)c1C	i	1	i	-0.2	i	i	i	8	i	i	i
CCOC(=O)c1cnc2nc(C)[nH]n2c1=O	i	2	i	-0.6	i	i	i	7	i	i	i
COC(=O)c1c(NC(=O)C2c3ccccc3Oc3ccccc32)sc(C)c1C	i	-5	i	0.5	i	i	i	-16	i	i	i
CCC(=O)Nc1cccc(C2=NOC3(C2)C[C@@H](C(N)=O)N(C(=O)c2cc([N+](=O)[O-])cc([N+](=O)[O-])c2)C3)c1 (some centres undefined)	i	0	i	-2.0	i	i	i	2	i	i	i
N#Cc1ccc(CNc2cnccn2)cc1	i	5	i	0.4	i	i	i	7	i	i	i

Additional records follow:
SMILES	MrgX1 agonist	SKKanGAS inh	TRPC6 activator	HIF activator	RGS4 block	MrgX1 antagonist	RGS4 act	Platelet DG rel	TRPC6 inhibitor	MrgX1 allo act	TRPC4 inh
Cc1cc(C)nc(N(C#N)CC(=O)N2CCC(C(N)=O)CC2)n1	i	-2	i	-0.4	i	i	i	-2	i	i	i
COc1ccc(Cc2noc(CN(C)C3CC(C)(C)NC(C)(C)C3)n2)cc1OC	i	-6	i	0.2	i	i	i	5	i	i	i
CCC(=O)NC(=S)Nc1ccc2oc(-c3ccc(OC)cc3)nc2c1	i	-8	i	2.3	i	i	i	4	i	i	i
O=C(CCl)NCCCCCCCCCNC(=O)CCl	i	-1	i	-2.9	i	i	i	?	i	i	i
N#CC[C@H](c1ccccc1)N1CCN(Cc2ccccc2)CCC1=O	i	10	i	-7.7	i	i	i	-16	i	i	i
CN1CCN(c2ccc([N+](=O)[O-])cc2NC(=O)c2ccco2)CC1	i	-1	i	-0.2	i	i	i	-3	i	i	i
O=C(/C=C/Nc1ccc([N+](=O)[O-])cc1)c1ccc(Br)cc1	i	1	i	1.8	i	i	i	-9	i	i	i
Cn1cccc1/C=N/n1c(-c2ccc(C(C)(C)C)cc2)n[nH]c1=S	i	0	i	0.1	i	i	i	-25	i	i	i
Cc1cc(=O)cc(C)n1-c1ccc(O)cc1	i	-2	i	0.0	i	i	i	0	i	i	i
CC(=O)Nc1ccc(-c2nnc(SCc3ccc(C)cc3)n2C)cc1	i	-20	i	0.5	i	i	i	-6	i	i	i
CCCn1c(-c2nonc2N)nc2ccccc21	i	-1	i	1.7	i	-8.3*	i	2	i	i	i
Cc1ccc2nc(NCCc3ccc(Cl)cc3)c3nncn3c2c1	i	3	i	1.3	i	i	i	-8	i	i	i
COc1ccc(-c2nc3c(c(=O)[nH]c(=O)n3Cc3ccccc3)n2Cc2ccccc2)cc1	i	16	i	-0.9	i	i	i	0	i	i	i
CC(=O)c1cccc(CN2CCCCC2C(=O)Nc2ccc(Oc3ccccc3)nc2)c1 (centres undefined)	i	15	i	1.1	i	i	i	0	i	i	i
CC1CCCC(C)N1C(=O)COC(=O)c1nn(C)c(=O)c2ccccc12 (centres undefined)	i	-6	i	0.4	i	i	i	-2	i	i	i
O=C(NCc1ccco1)C1CC(c2ccc(Cl)cc2)=NO1 (centres undefined)	i	5	i	2.0	i	i	i	-3	i	i	i
Cc1noc(N)c1C(=O)Nc1ccc(F)c(Cl)c1	i	6	i	0.2	i	i	i	2	i	i	i
Cc1ccsc1C(=O)OCC(=O)N1CCOCC1	i	8	i	1.3	i	i	i	2	i	i	i
Oc1ccc(CNc2ccc(F)cc2)c2cccnc12	i	4	i	2.4	i	i	i	0	i	i	i
CCC(C)(C)n1nnnc1C(c1cc2cc(C)cc(C)c2[nH]c1=O)N1CCN(Cc2ccc3c(c2)OCO3)CC1 (centres undefined)	.	-1	i	-0.2	i	.	i	0	i	.	i
O=S(=O)(CC(CN1CCOCC1)N1CCOCC1)c1ccccc1 (centres undefined)	i	-13	i	0.2	i	i	i	-6	i	i	i
CC[n+]1c(/C=C/c2ccc(OC)c(OC)c2)ccc2ccccc21	i	0	i	1.6	i	i	i	2	-8.1*	i	i
CN(C)C(CNC(=O)Cc1cccc(C(F)(F)F)c1)c1ccco1 (centres undefined)	i	2	i	-0.5	i	i	i	-5	i	i	i
O=S(=O)(Nc1cccc(-n2cnnn2)c1)c1ccc(Cl)cc1	i	3	i	-0.1	i	i	i	2	i	i	i
N=C1/C(=C/c2cccs2)C(=O)N=C2SN=C(SCc3ccccc3)N12	i	81*	i	0.1	i	i	i	2	i	i	i

(listing goes on)
SMILES	MrgX1 agonist	SKKanGAS inh	TRPC6 activator	HIF activator	RGS4 block	MrgX1 antagonist	RGS4 act	Platelet DG rel	TRPC6 inhibitor	MrgX1 allo act	TRPC4 inh
Cc1ccc(NC(=O)c2cc(-c3cccs3)nc3ccccc23)nc1	i	0	i	0.1	i	i	-7.9*	3	-6.4*	i	i
COc1cc2c(cc1OC)CN(C(=S)Nc1ccc(C)cc1C)CC2	i	1	i	0.2	i	i	i	-6	i	i	i
CN(C)CCNC(=O)c1ccc2c(=O)n(Cc3ccc(Cl)cc3)c(=S)[nH]c2c1	i	15	i	1.3	i	i	i	0	i	i	i
Cn1c(=Nc2ccc(N3CCOCC3)cc2)ccc2ccccc21	i	-6	i	-0.6	i	i	i	7	-6*	i	i
CC(NC(=O)Cn1c(NCCO)nc2ccccc21)C1CC2CCC1C2 (centres undefined)	i	-21	i	-1.4	i	i	i	3	i	i	i
Cc1nc2ccccc2c(=O)n1-c1ccc(F)c(NS(=O)(=O)c2ccccc2F)c1	i	15	i	0.0	i	i	i	-2	i	i	i
CN(Cc1ccccc1)C(=O)c1ccco1	i	-2	i	-0.5	i	i	i	15	i	i	i
Cc1nc(C(=O)Nc2ccccc2)sc1C1(C)CC(c2cccnc2)=NO1 (centres undefined)	i	-1	i	2.7	i	i	i	-2	i	i	i
CC1CCCC(NC(=O)C2N(CCCN3CCCC3)C(=O)C3C(C(=O)Nc4cccc(Cl)c4)C4C=CC32O4)C1C (centres undefined)	i	10	i	0.0	i	i	i	1	i	i	i
CCc1nnc(NC(=O)CN2CCN(C3CCCCC3)CC2)s1	i	-5	i	-0.7	i	i	i	1	i	i	i
CCCc1cc(=O)oc2cc(C)cc(OCC(=O)NC(Cc3c[nH]c4ccc(O)cc34)C(=O)O)c12 (centres undefined)	i	-2	i	-0.5	i	i	i	-1	i	i	i
C=CCOc1c(Br)cc(CNc2ccc(NC(=O)C(C)C)c(OC)c2)cc1OC	i	8	i	-0.4	i	i	i	11	i	i	i
CCOC(=O)C1=C(C)NC(=O)NC1c1cc(C)sc1C (centres undefined)	i	-2	i	0.1	i	i	i	6	i	i	i
COc1ccccc1NC(=O)NC1(C(=O)N2CCCCCC2)CCCCC1	i	-3	i	-0.1	i	i	i	53*	i	i	i

Source: PubChem BioAssay (several laboratories)
